CCHF vOTU inh – CCHFV vOTU protease inhibition | Pep-AMC fluorescence | inhibition, % at 11.5 µM | 370,000 compounds, 0.55% hits | AID 651958; in the data active = inhibition above about 30%; also: 0% = vehicle wells with enzyme and 100% = no enzyme wells
BoNT-A LC inh2 – blocks Botulinum neurotoxin A light chain protease; multiplex microsphere protease substrate cleavage, flow cytometry; 360,000 compounds, 0.17% hits; inhibition, % at 10 µM; also: plate controls were buffer without enzyme for full effect and enzyme alone for no effect
BoNT F protease – BoNT F light chain protease inhibition. Multiplex microsphere protease cleavage assay, flow cytometry. 360,000 compounds, 0.22% hits. inhibition, % at 10 µM; in the data active = inhibition above about 35%, passing the limit was not always enough; inconclusive = no clear call, values can overlap the other calls; also: plate controls were buffer without enzyme for full effect and enzyme alone for no effect
Anthrax LF inh2 – blocks Bacillus anthracis lethal factor protease; multiplex microsphere protease cleavage assay, LF; AID 588501; P15917; inhibition, % at 10 µM; 360,000 compounds, 0.12% hits; also: plate controls were buffer without enzyme for full effect and enzyme alone for no effect
Target sequence (P15917 whole entry, looked up): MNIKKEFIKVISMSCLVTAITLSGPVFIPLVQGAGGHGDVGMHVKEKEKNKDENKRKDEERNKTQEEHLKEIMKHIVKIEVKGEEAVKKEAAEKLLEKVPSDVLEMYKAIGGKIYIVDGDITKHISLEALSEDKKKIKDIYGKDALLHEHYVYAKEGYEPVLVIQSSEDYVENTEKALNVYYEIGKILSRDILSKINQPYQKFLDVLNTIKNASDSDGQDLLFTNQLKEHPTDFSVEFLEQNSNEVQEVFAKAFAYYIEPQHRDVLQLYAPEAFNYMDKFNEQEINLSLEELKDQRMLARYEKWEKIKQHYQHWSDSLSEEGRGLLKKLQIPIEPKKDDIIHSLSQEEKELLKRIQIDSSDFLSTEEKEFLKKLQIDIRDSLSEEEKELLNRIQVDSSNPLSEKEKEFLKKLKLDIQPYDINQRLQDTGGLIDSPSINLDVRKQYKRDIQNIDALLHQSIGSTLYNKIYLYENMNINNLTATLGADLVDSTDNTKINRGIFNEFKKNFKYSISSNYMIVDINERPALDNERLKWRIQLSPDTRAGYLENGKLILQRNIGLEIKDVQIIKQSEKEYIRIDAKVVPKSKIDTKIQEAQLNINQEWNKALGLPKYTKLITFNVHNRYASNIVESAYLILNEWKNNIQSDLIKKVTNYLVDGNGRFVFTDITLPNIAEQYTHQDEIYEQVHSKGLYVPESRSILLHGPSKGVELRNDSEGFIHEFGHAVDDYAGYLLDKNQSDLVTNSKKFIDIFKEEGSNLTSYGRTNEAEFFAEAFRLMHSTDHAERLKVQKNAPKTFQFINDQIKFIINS
TcdB inh – inhibitors of Clostridioides difficile toxin B glycohydrolase | P18177 | TcdB glycohydrolase enzymatic assay, plate reader | inhibition, % at 9.99 µM | 350,000 compounds, 0.24% hits | AID 652162; in the data active = inhibition above about 10%
FadD28 binding – blocks FadD28 binding to the bisubstrate probe; inhibition, % at 12.5 µM; fluorescence polarization; 360,000 compounds, 0.22% hits; in the data active = inhibition above about 8.5%, passing the limit was not always enough; inconclusive = no clear call, values can overlap the other calls
PrPC surface inh – reduces human prion protein on the cell surface. inhibition, % at 13.8 µM. AID 720596. cell surface PrPC, TR-FRET read-out. 370,000 compounds, 0.43% hits; in the data active = inhibition above about 24%; also: 0% = median of the test wells and 100% = reference compound wells
PfHsp40 yeast – compounds rescuing yeast from Plasmodium falciparum HSP40 toxicity; S. cerevisiae expressing PfHsp40, growth rescue, ATP luminescence; 340,000 compounds, 0.68% hits; growth rescue, % at 12.5 µM; in the data active = growth rescue above about 28%, passing the limit was not always enough; inconclusive = no clear call, values can overlap the other calls;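 also: yeast W303a lacking pdr1 and pdr3 grown in galactose medium; growth measured after three days at 30 °C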
Yp Topo-I inh – Y. pestis Topo-I inhibition via cleavage products; 360,000 compounds, 0.064% hits; Y. pestis Topo-I cleavage product accumulation, plate reader; activity, % at 10 µM; AID 504884; in the data active = activity above about 50%, passing the limit was not always enough; inconclusive = no clear call, values can overlap the other calls; also: inactives centre near 2
* = called active by the depositor; u = inconclusive; x = no result given. Rule as the data show it, unless noted: active = inhibition above about 30%; inconclusive = no clear call, values can overlap the other calls; inactive = below that.

SMILES	CCHF vOTU inh	BoNT-A LC inh2	BoNT F protease	Anthrax LF inh2	TcdB inh	FadD28 binding	PrPC surface inh	PfHsp40 yeast	Yp Topo-I inh
COC(=O)CNC(=O)c1cc(-c2ccncc2)nc2ccc(C)cc12	-17	-1.3	2	0	0.5	-0.8	-3	0.1	-2
OC(CCN1CCC2(CC1)OCCO2)C(F)(F)F (stereo not given)	-10	-0.1	0	2	0.0	1.4	8	-0.1	3
C/C(Cn1nc([N+](=O)[O-])cc1C)=N\NC(=O)c1ccc(C(C)(C)C)cc1	-3	x	x	x	x	-2.1	-6	0.3	3
COC(=O)C1=C(C)N(C)C(=O)NC1c1ccsc1 (stereo not given)	-2	-0.3	0	1	0.1	2.5	-8	-0.7	0
FC(F)(F)C1CC(c2cccs2)Nc2ncnn21 (stereo not given)	-1	-0.3	4	-3	x	-0.1	5	-0.7	-4
COc1ccc(OC)c(CCNC(=O)c2ccc3c(=O)[nH]c4c(C(=O)NC(C)C)sc(=S)n4c3c2)c1	1	2.7	5	-2	-0.5	u	0	0.2	6
Cc1ccc(S(=O)(=O)Cc2ccc(C(=O)N3CCN(c4ccc(F)cc4)CC3)o2)cc1	8	-0.4	-5	-3	0.9	-0.6	0	-0.6	14
COCCOC(=O)C1=C(C)NC(=O)NC1c1c(OC)ncnc1OC (stereo not given)	-7	-0.1	-2	5	x	-3.9	-5	0.6	-6
CC1CC(C)CN(C(=O)COC(=O)c2ccc(S(=O)(=O)N(C)c3ccccc3)cc2)C1 (stereo not given)	27	x	x	x	0.5	-4.0	7	2.8	-3
CCc1ccc(-c2nn(-c3ccccc3C)cc2C(=O)N2CCN(C3CCS(=O)(=O)C3)CC2)cc1 (stereo not given)	-5	2.4	2	10	0.2	-3.7	-3	-0.4	17
O=C(c1ccccc1)n1ccc(-c2cccs2)n1	12	u	u	-1	0.4	-0.9	-4	-1.5	1
O=C(NC1CC1)c1cc2c(s1)-c1ccccc1OC2	-298	-1.0	-8	2	2.6	-1.3	6	1.5	-1
O=C(COc1ccc2ccccc2c1)N1CCNCC1	-6	0.2	-4	-2	-0.1	x	-8	-0.3	6
COc1ccccc1N1CCN(/N=C/c2cccc(O)c2)CC1	1	0.0	-1	-1	1.7	-3.0	-5	-0.1	-9
COc1ccc(C(=O)Nc2sc(C)c(C)c2CN2CC(C)OC(C)C2)cc1 (stereo not given)	17	0.2	-2	-1	-0.6	-3.6	-1	0.4	2
N#CCSc1nnc(-c2ccc(F)cc2)n1N	-8	0.5	-2	-3	3.2	-4.1	-5	-0.1	0
COc1cccc(C(=O)NCCS(=O)(=O)N2CCOCC2)c1	-9	-0.9	-8	2	4.5	0.1	-7	0.8	-1
COc1cccc(N2C(=O)C3CCCN3C2=S)c1 (stereo not given)	-5	-3.7	-13	-5	4.0	-1.2	2	1.2	-4
Cc1cc(=O)[nH]c2c(C)cc(S(=O)(=O)Nc3ccc(O)cc3)cc12	-10	0.9	u	0	4.0	-4.5	-4	-0.9	-6
OCCN1CCN(CC(O)COCCOc2ccc(Br)cc2)CC1 (stereo not given)	3	0.3	2	-1	0.1	-3.8	4	-1.0	-4
CCNc1cc(Cl)nc(SC)n1	4	0.2	1	1	x	-0.9	1	-0.8	-8
COc1ccc(CC(=O)Nc2nc(-c3cccc([N+](=O)[O-])c3)cs2)cc1	-2	0.6	-5	0	x	-2.2	2	-2.3	3
COc1ccc(-c2cc3cc(-c4cc(OC)c(OC)c(OC)c4)ccc3o2)cc1	-2	-0.5	-7	5	0.1	-1.0	5	4.7	2
N/C(=N\O)c1ccc(NC(=O)c2cccs2)cc1	8	-1.4	-6	2	x	-4.7	1	-0.8	-4
COc1cc(C)cc(CN2CCC(Cc3ccccc3)CC2)c1O	-5	-3.2	-21	-5	-0.5	-0.6	-9	0.5	14
The list continues:
SMILES	CCHF vOTU inh	BoNT-A LC inh2	BoNT F protease	Anthrax LF inh2	TcdB inh	FadD28 binding	PrPC surface inh	PfHsp40 yeast	Yp Topo-I inh
C=CCn1cccc(C(=O)Nc2ccc(C)cc2)c1=O	11	-4.0	-20	6	0.6	-3.7	11	0.5	-1
O=C1CC(N2CC=C(c3ccc(F)cc3)CC2)C(=O)N1c1ccc(F)cc1 (stereo not given)	-9	1.4	-7	7	x	-1.7	5	0.0	9
CCOc1ccc(-n2c(=O)c3ccccc3c3ccccc3c2=O)cc1	-7	u	u	-31	0.6	-1.4	-6	0.7	15
C/C(=N\N=C1/NC(=O)C(C)S1)c1ccco1 (stereo not given)	18	-1.1	-12	-8	0.2	-0.3	4	-1.6	3
OCC1(Cc2ccccc2)CCN(Cc2ccccn2)CC1	5	-0.6	-3	-9	-1.0	-3.8	-6	-0.5	0
COc1ccc(Br)cc1/C=N/NC(=O)CNC(=O)C1COc2ccccc2O1 (stereo not given)	9	0.1	-6	-2	0.6	-3.4	5	1.8	10
O=c1oc2ccccc2c(CNc2ccccc2)c1[N+](=O)[O-]	6	-2.9	-9	8	3.2	-4.0	8	0.3	-1
COc1cc([N+](=O)[O-])ccc1NC(=O)NNC(=O)CCc1ccccc1	7	0.7	3	3	4.8	0.7	-6	-1.2	-4
Cc1cc(C)n2nc(Cc3ccccc3)nc2n1	7	-0.6	-3	2	x	-0.5	-1	-0.9	-1
COc1ccc2cc3cc(C(=O)NC4CC4)sc3nc2c1	-138	-2.0	-3	3	-0.7	0.6	-31	-1.0	-2
O=C(N/N=C/c1c(F)cccc1Cl)C1CC1	-13	-2.1	-10	-4	1.5	1.2	-2	1.0	-1
CCOC(=O)N1CCN(C2CC(=O)N(c3ccc(F)cc3)C2=O)CC1 (stereo not given)	-18	0.4	-10	4	x	u	-6	0.3	-4
CN(C)c1nc(-c2cn(CCC#N)c3ccccc23)cs1	4	u	x	u	0.0	x	-15	0.5	4
CCCCNC(=O)CCC(=O)Nc1ccc2nc(N3CCOCC3)cc(C)c2c1	-69	-0.2	-2	-2	x	-4.0	2	0.5	0
CCC(=O)N1CCC1(C)C(=O)Nc1cccc(OC)c1 (stereo not given)	6	0.4	7	-7	-1.2	-0.1	5	x	-7
N#CC1(NC(=O)CN2C(=O)NC(Cc3c[nH]c4ccccc34)C2=O)CCCCC1 (stereo not given)	0	0.0	1	-1	1.7	2.6	2	-1.7	-12
Cc1ccc(S(=O)(=O)Nc2cc(C)on2)cc1	4	-1.1	2	-2	1.0	0.1	4	-1.0	3
COc1ccc(NC(=O)CN2CCN(C(=O)N3CCOCC3)CC2)cc1	11	0.8	-17	13	1.1	-2.8	-9	-1.8	-1
Cn1c(=O)c([N+](=O)[O-])c(NCCc2ccccc2)c2ccccc21	-19	-4.4	-25	-6	x	-2.7	9	1.9	-8
Cc1cc(Cl)nc(-c2ccccc2)n1	2	-0.3	-5	5	0.7	-3.7	0	0.7	-15
COc1cc(CN2CCNC(=O)C2CC(=O)NC2CCC2)cc(OC)c1 (stereo not given)	-10	-0.2	-4	0	0.7	-4.0	6	-1.5	4
Nc1c(S(=O)(=O)c2ccccc2)nnn1-c1ccccc1	-3	0.1	0	-7	x	-5.8	3	-0.4	-5
CCOC(=O)[C@@H]1[C@H]2COc3cc(OC)ccc3[C@H]2N2C(=O)N(c3cccc(F)c3)C(=O)[C@]12C	-12	-0.1	-3	-6	-0.5	-2.1	7	1.7	16
C=CS(=O)(=O)N(Cc1ccccc1Br)[C@H](CO)Cc1ccccc1	17	-0.1	-6	-3	1.6	0.4	12	-1.4	4
CC1CCc2sc(NC(=O)c3ccc(N4C(=O)CCC4=O)cc3)c(C(N)=O)c2C1 (stereo not given)	4	-1.2	-1	0	1.7	-4.8	-6	-1.4	28

An excerpt from further up, as a working copy:
SMILES	CCHF vOTU inh	BoNT-A LC inh2	BoNT F protease	Anthrax LF inh2	TcdB inh	FadD28 binding	PrPC surface inh	PfHsp40 yeast	Yp Topo-I inh
C/C(=N\N=C1/NC(=O)C(C)S1)c1ccco1 (stereo not given)	18	-1.1	-12	-8	0.2	-0.3	4	-1.6	3
OCC1(Cc2ccccc2)CCN(Cc2ccccn2)CC1	5	-0.6	-3	-9	-1.0	-3.8	-6	-0.5	0
COc1ccc(Br)cc1/C=N/NC(=O)CNC(=O)C1COc2ccccc2O1 (stereo not given)	9	0.1	-6	-2	0.6	-3.4	5	1.8	10
O=c1oc2ccccc2c(CNc2ccccc2)c1[N+](=O)[O-]	6	-2.9	-9	8	3.2	-4.0	8	0.3	-1
COc1cc([N+](=O)[O-])ccc1NC(=O)NNC(=O)CCc1ccccc1	7	0.7	3	3	4.8	0.7	-6	-1.2	-4
Cc1cc(C)n2nc(Cc3ccccc3)nc2n1	7	-0.6	-3	2	x	-0.5	-1	-0.9	-1
COc1ccc2cc3cc(C(=O)NC4CC4)sc3nc2c1	-138	-2.0	-3	3	-0.7	0.6	-31	-1.0	-2
O=C(N/N=C/c1c(F)cccc1Cl)C1CC1	-13	-2.1	-10	-4	1.5	1.2	-2	1.0	-1
CCOC(=O)N1CCN(C2CC(=O)N(c3ccc(F)cc3)C2=O)CC1 (stereo not given)	-18	0.4	-10	4	x	u	-6	0.3	-4
CN(C)c1nc(-c2cn(CCC#N)c3ccccc23)cs1	4	u	x	u	0.0	x	-15	0.5	4
CCCCNC(=O)CCC(=O)Nc1ccc2nc(N3CCOCC3)cc(C)c2c1	-69	-0.2	-2	-2	x	-4.0	2	0.5	0
CCC(=O)N1CCC1(C)C(=O)Nc1cccc(OC)c1 (stereo not given)	6	0.4	7	-7	-1.2	-0.1	5	x	-7
N#CC1(NC(=O)CN2C(=O)NC(Cc3c[nH]c4ccccc34)C2=O)CCCCC1 (stereo not given)	0	0.0	1	-1	1.7	2.6	2	-1.7	-12

More compounds follow.
SMILES	CCHF vOTU inh	BoNT-A LC inh2	BoNT F protease	Anthrax LF inh2	TcdB inh	FadD28 binding	PrPC surface inh	PfHsp40 yeast	Yp Topo-I inh
CC1=C(C(=O)N2CCCCCC2)CC(CC(=O)NCC2CCCCC2)C(=O)N1CCCN1CCCC1=O (stereo not given)	12	-0.3	-3	-2	-0.7	x	3	x	x
O=C(NC1CCCC1)C1CCCN(C(=O)Nc2ccccc2)C1 (stereo not given)	0	0.9	2	2	0.0	-0.3	-2	1.3	6
Cc1ccc(-c2csc(NC(=O)C3CCN(S(=O)(=O)c4cccs4)CC3)n2)cc1	5	0.5	1	-2	x	-3.1	1	0.4	1
COC(=O)c1nn(-c2ccc(OC)cc2)c(=O)cc1Oc1cccc(Cl)c1	-4	u	-4	0	x	-4.2	6	0.0	21
Cc1cc(NS(=O)(=O)c2ccc(NC(=O)Nc3cccc(Cl)c3)cc2)no1	6	-0.4	-1	-8	x	-19	4	-1.3	-10
O=C(Cc1c(Cl)cccc1Cl)N1CCN(S(=O)(=O)c2cccs2)CC1	14	-0.3	-8	-5	0.8	-2.4	-3	-0.1	7
CCn1c(=O)cc(SCC(=O)NCc2ccc(C)cc2)c2ccccc21	16	1.0	-11	-4	x	-1.0	3	-1.9	-1
C=CCCOc1ccccc1C(N)=O	-8	x	x	x	1.6	-2.4	-1	0.3	-2
Nc1c(/C=C2/C=CC(=O)C(O)=C2)c(=O)nc2sc(CC(=O)N3CCOCC3)nn12	25	-1.3	-1	0	-2.2	1.7	-1	0.0	6
Cc1cc2c(c(SCC#N)n1)C(=O)OC2	-16	-0.5	-1	-2	1.9	-4.7	-1	0.0	12
Cn1c2c(c(=O)n(C)c1=O)C(c1ccccc1OC(F)F)C1=C(CCCC1=O)N2 (stereo not given)	-39	0.5	-8	-3	x	-1.6	3	-2.0	-5
CNC(=O)N(O)C1N(/N=C/c2ccc(C)cc2)C(=S)SC1(C)C (stereo not given)	3	-2.0	-2	-17	2.1	-1.6	5	-0.8	1
O=C(CSc1ncn[nH]1)Nc1ccccc1-c1ccccc1	-9	3.2	8	11	x	-0.4	-6	-1.0	6

Source: PubChem BioAssay (several laboratories)
